# GAA inh: inhibitors of human lysosomal alpha-glucosidase; P10253; purified human GAA, 4-MU-alpha-glucoside fluorescence; Potency, µM (titrated, usually from 76.9 µM), inactives show at the highest dose activity change, negative = inhibition, actives largely listed as inhibitors; 200,000 compounds, 0.005% hits; AID 1466;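 note: potency is the fitted concentration of half-maximal effect; plate controls were uninhibited enzyme wells for no effect and no-enzyme background for full effect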
#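 qHTS format, compound range up to 77 uM. Human lysosomal enzyme at 4 nM, 400 uM 4-MU glucoside substrate, pH 5.0, 20 min room temperature; fluorescence after alkaline stop gives activity normalized to controls.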
# CBFb RUNX1 block: CBF-beta/RUNX1 interaction disruption. AlphaScreen CBFb-His/RUNX1-biotin binding, biochemical. Potency, µM (titrated, usually from 59.8 µM), inactives show top-dose activity, negative = inhibition, hits mostly inhibitors. Q01196+Q13951. 230,000 tested, under 10 active. AID 1477; note: % of control where 0% means no effect
# Target sequence (Q01196 whole entry, looked up): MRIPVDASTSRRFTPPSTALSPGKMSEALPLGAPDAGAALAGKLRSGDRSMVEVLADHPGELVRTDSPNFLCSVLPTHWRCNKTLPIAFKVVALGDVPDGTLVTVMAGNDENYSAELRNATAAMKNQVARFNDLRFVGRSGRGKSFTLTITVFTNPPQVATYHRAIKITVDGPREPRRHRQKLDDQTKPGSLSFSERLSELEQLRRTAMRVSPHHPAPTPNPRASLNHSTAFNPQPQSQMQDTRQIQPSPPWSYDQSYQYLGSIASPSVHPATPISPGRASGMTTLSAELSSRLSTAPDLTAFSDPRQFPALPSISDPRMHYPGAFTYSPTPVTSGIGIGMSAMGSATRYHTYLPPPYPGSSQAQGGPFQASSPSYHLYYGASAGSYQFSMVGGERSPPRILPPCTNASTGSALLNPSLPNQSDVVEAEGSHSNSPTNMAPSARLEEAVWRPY
# Target sequence (Q13951 whole entry, looked up): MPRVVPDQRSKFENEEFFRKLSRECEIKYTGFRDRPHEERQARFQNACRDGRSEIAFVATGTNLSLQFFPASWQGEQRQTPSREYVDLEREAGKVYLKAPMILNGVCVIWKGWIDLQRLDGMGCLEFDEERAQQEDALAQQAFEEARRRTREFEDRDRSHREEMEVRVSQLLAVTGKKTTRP
#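 Inhibition was taken as any reduction in AlphaScreen signal from the CBF-beta–RUNX1 pair (His and biotin tags, 30 nM each), measured after compound (15 min) and bead (90 min) incubations at room temperature.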
# HTT cytoprotect: cytoprotection in Huntington HTT-Q103 PC12 cell model; PC12 HTT-Q103 induced, cytoprotection, ATP luminescence, 40 h; Potency, µM (doses to about 56.4 µM), inactives show cytoprotection (ATP increase), hits mostly activators; 230,000 compounds, 0.14% hits; AID 1471;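 note: potency is the fitted concentration of half-maximal effect; % of control where 0% means no effect; nearly all actives have a fitted effect of over 45% in size; toxic huntingtin expression switched on by the ecdysone agonist tebufenozide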
#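 Cells were plated at 1500 per well in phenol red-free DMEM with 5% equine and 5% calf serum. Tebufenozide (100 nM final) and compounds were added, then ATPlite reagent, and luminescence was read.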
# GAA spleen mod: inhibits or activates alpha-glucosidase in human spleen homogenate; Potency, µM (highest dose often 79.9 µM), inactives show at the top dose activity change, negative = inhibition, actives largely listed as inhibitors; human spleen homogenate, 4-MU-alpha-glucoside fluorescence; 240,000 compounds, 0.006% hits; AID 2112; P10253;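 note: potency is the fitted concentration of half-maximal effect; 0% = enzyme with vehicle and -100% = no enzyme basal signal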
#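 Human spleen homogenate (1 ug) incubated with compounds and 1 mM 4-methylumbelliferyl-alpha-D-glucopyranoside in pH 5.0 citrate/phosphate buffer, 37 C, 40 min. Stopped at pH 10; 4-MU fluorescence (Ex 365/Em 440 nm); AC50 by Hill fit.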
# GAA glycogen: GAA glycogen-cleavage inhibition or activation; 300,000 compounds, 0.38% hits; P10253; Potency, µM (top dose mostly 76.4 µM), for the others: top-dose activity change, negative = inhibition, hits mostly inhibitors; recombinant GAA, glycogen substrate, Amplex Red glucose oxidase fluorescence;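 note: potency is the fitted concentration of half-maximal effect; 0% = full enzyme reaction and -100% = no-enzyme basal signal; the screen sought inhibitors and activators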
#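 Recombinant enzyme (4 nM final) with compounds titrated up to 77 uM and bovine liver glycogen (30 ug) in citrate pH 5.0, 0.01% Tween-20, 37 C 40 min. Released glucose detected by Amplex Red/glucose oxidase (Ex 573/Em 610); AC50 from Hill fits.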
# HTT aggregate: reduces HttQ103-GFP aggregates in PC12 cells | PC12 HttQ103-GFP aggregates, Acumen cytometry, 40 h | Potency, µM (highest dose often 46.1 µM), for the others: at the highest dose activity change, negative = inhibition, hits mostly inhibitors | 220,000 compounds, 1.1% hits | AID 1688; note: potency is the fitted concentration of half-maximal effect; % is set by controls: 0 for no effect and ±100 for the full control effect; nearly all actives have a fitted effect of over 60% in size
#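 Huntingtin Q103 exon 1–GFP aggregates in induced PC12 cells (100 nM tebufenozide) were quantified by cytometry from lysates, with compounds dosed in titration.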
# Lamin A splicing: LMNA splicing modulation. HeLa LMNA splicing GFP/RFP minigene ratio, 48 h. 200,000 compounds, 0.01% hits. Potency, µM (series often up to 46.1 µM), for the others: at the highest dose ratio change, negative = inhibition, most hits filed as inhibitors; active = well fitted inhibition curve with a large enough effect in the signal ratio, with a control signal flat, not every such curve was filed as active; inconclusive = small, poorly fitted or top-dose-only effect, or effect the other way, or a change in a side signal; the % refers to the signal ratio; note: potency is the fitted concentration of half-maximal effect; % is set by controls: 0 for no effect and ±100 for the full control effect
#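 Read-out is the ratio of GFP to DsRed2 object intensity, acquired by 488 nm laser-scanning cytometry on HeLa lamin A-EGFP minigene reporter cells. Compound incubation 48 hrs at 37 °C in Opti-MEM with 2% FBS; DMSO 0.5% final.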
# Active calls of the source: *; ? = inconclusive; . = not tested or not shown; [ ] = another dose, or the depositor's remark. Unless noted, calls come from the whole dose curve; as a rule, active = well fitted curve in the direction sought with a large enough effect; inconclusive = small, poorly fitted or top-dose-only effect, or another doubt; inactive = no such curve, though single readings can be large; an effect the other way counts as inactive or inconclusive.
# Every second line gives: CBFb RUNX1 block, HTT aggregate, HTT cytoprotect, GAA spleen mod, GAA glycogen, Lamin A splicing, GAA inh
O=C(c1cccn2c(=O)c3cc(Br)ccc3nc12)N1CCN(c2ccccn2)CC1
  4%, 4%, -45%[inhibitor][10 µM], -6%, 9%, 8%, 1%
O=S(=O)(Nc1ccc(N2CCOCC2)cc1)c1cccs1
  -24%, -3%, 9%, -7%, 11%, -7%, -4%
O=C(CN1C(=O)COc2ccc(S(=O)(=O)N3CCCC3)cc21)NC1CC1
  24%, -20%[9.22 µM], -8%[10 µM], -10%, 0%, ., .
O=[N+]([O-])c1cc2c(cc1/C=N/n1cnnc1)OCO2
  -3%, 1%, -14%, 0%, -4%, 19%[46 µM], -1%
O=C(c1ccc(Cl)c([N+](=O)[O-])c1)N1CCN(Cc2ccc3c(c2)OCO3)CC1
  -1%, -1%, 18%, 0%, 7%, 12%[46 µM], 7%
CCOc1ccc2[nH]c(=O)c(CN(CCc3ccccc3)C(=O)N3CCCC3)cc2c1
  7%, 18%, -56%[inhibitor], -7%, 2%, 12%, -1%
CCN1CCN(C(c2ccc(OC)c(OC)c2)c2nnnn2C(C)(C)C)CC1 (centres undefined)
  1%, 5%, -2%, 2%, -1%, 4%, 0%
COc1ccc(CNS(=O)(=O)c2ccc(C3CNC(=O)C3)cc2)cc1 (centres undefined)
  7%, -8%, 21%[0.074 µM], 1%, -2%, 0%, -1%
Cc1ccc2oc(=O)c3cnn(CC(=O)N(CCCN4CCOCC4)Cc4ccco4)c3c2c1
  -4%, 7%, 4%[10 µM], -17%, 1%, 5%, -3%
Cn1c(Cc2ccccc2)nnc1SCC(=O)c1cccs1
  -1%, 9%, ?, -3%, 13%, -3%, 0%
O=C(Nc1nc2ccccc2s1)c1cccc(S(=O)(=O)N2CCc3ccccc32)c1
  -3%, 10%[9.22 µM], 7%[10 µM], 1%, 1%, ., .
O=C(NCC(O)c1ccccc1)c1ccccc1 (centres undefined)
  -1%, -3%[9.22 µM], -3%[10 µM], 5%, 5%, ., 3%[15.4 µM]
CCCCCCCCS(=O)C1CCS(=O)(=O)C1 (centres undefined)
  4%, 1%, 0%, -8%, 1%, 5%, 4%
O=S(=O)(c1cccc(S(=O)(=O)N2CCN(c3ncccn3)CC2)c1)N1CCOCC1
  -8%, ?, ., -5%, -7%, -8%, -7%
CC(C)S(=O)(=O)c1csc(C(=O)NN)c1-n1cccc1
  2%, -2%[9.22 µM], 6%[10 µM], -5%, -22%, ., .
COc1ccc(NC(=O)[C@@H](NC(=O)c2ccccc2)C(C)C)cc1S(=O)(=O)N1CCCCC1
  0%, 11%, -20%[10 µM], -3%, -3%, ?, -14%
N#CCCN(C(=O)c1ccco1)c1ccccc1
  3%, 15%, 0%, -2%, -4%, 0%, 2%
Cc1cc(NC(CC(C)C)C(=O)O)nc(Cc2ccccc2)n1 (centres undefined)
  7%, 0%, -5%, -6%, 3%, 13%, -10%
CCOC(=O)N1CCN(S(=O)(=O)c2cc([N+](=O)[O-])ccc2C)CC1
  4%, 5%, -9%, 2%, -7%, ., -3%
Cc1ccc(S(=O)(=O)/N=C(\Sc2ccccc2)c2ccccc2)cc1
  3%, 0%, -22%, -3%, 12%, 8%, -6%
CN1C=CC2=C(C#N)C(N)C(C#N)(C#N)[C@H](c3ccccc3)[C@H]2C1 (some centres undefined)
  -2%, -6%, 9%[1.9 µM], 7%, ?, -15%, ?
CC(C)N1CCNCC1
  -6%, -8%[9.22 µM], 7%[10 µM], -1%, -2%, ., -6%
Cc1ccnc(NS(=O)(=O)c2ccc(NC(=O)C3CC=CCC3C(=O)O)cc2)n1 (centres undefined)
  0%, -2%[9.22 µM], 0%, 3%, -5%, 19%[46 µM], 0%
Cc1ccc(C(=O)CC2(O)C(=O)N(CCc3ccccc3)c3ccc(Br)cc32)o1 (centres undefined)
  1%, 16%, 1%[0.074 µM], -7%, 2%, -6%, -10%
CCOC(=O)CSc1ccc(C(=O)Nc2ccc(OC)cc2)cn1
  3%, 16%, 19%[10 µM], 0%, 7%, -6%[46 µM], 0%
COc1ccc(/C=C/C(=O)Nc2ccccc2C(=O)O)cc1
  -8%, 31%, ., 6%, -9%, ., -1%
FC(F)(F)c1ccccc1-c1nccc(NCc2cccs2)n1
  ., ., 26%, 7%, ., 6%, .
Cc1ccc(-c2c(C#N)c(N)nc3c2CCCCCC3)o1
  3%, ?, -3%, -24%, 1%, 5%, 0%
Cc1nn(CC2CC2)c(=O)n1-c1ccc(Oc2ccccc2)cc1
  -4%, 5%, -32%[inhibitor], 1%, 11%, ., 4%
O=C(O)c1cccc(Nc2ncnc3ccc(Br)cc23)c1
  0%, -10%[9.22 µM], 3%[10 µM], 6%, 3%, ., -2%[15.4 µM]
Cc1cc(C)c2nc(-c3ccco3)cc(C(=O)O)c2c1
  ., -3%[9.22 µM], 2%[10 µM], 0%, -10%, ., ?
CCN(CC)C(=O)C1=C(C)NC(=O)NC1c1c(F)cccc1Cl (centres undefined)
  -2%, 7%, -1%[0.074 µM], -1%, 3%, 1%, -2%
COC(=O)c1c(NC(=O)COC(=O)[C@@H](NS(=O)(=O)c2cccc(Cl)c2)C(C)C)sc2c1CCC2
  1%, 12%, -21%[10 µM], 0%, -3%, ?, -7%
O=C(Nc1cc(S(=O)(=O)N2CCOCC2)ccc1N1CCOCC1)c1cc2c(s1)CCC2
  -1%, 36%[9.22 µM], -1%[10 µM], 6%, -4%, ., .
COc1c(F)c(F)c(C(=O)Nc2ccccc2N2CCN(C(=O)C(C)C)CC2)c(F)c1F
  3%, ?, -7%[0.074 µM], -3%, -9%, -1%, -5%
CC(C)c1ccc(NC(=O)CCNS(=O)(=O)c2cccc3nsnc23)cc1
  3%, 1%, -1%, -8%, 13%[76.3 µM], -1%, ?
CCCCN1C(=O)CC(Sc2ccccc2C(=O)O)C1=O (centres undefined)
  0%, 6%, -25%, 3%, -15%, 2%, 7%
CC(C)Sc1n[nH]c(=O)n1-c1cccc(C(F)(F)F)c1
  -3%, 0%[9.22 µM], 2%[10 µM], 4%, 5%, ., -7%
Cc1cc(C)c(NC(=O)Cn2cc3c(n2)CCCC3)c(C)c1
  12%, -25%, 14%[10 µM], 1%, 4%, -3%, -1%
C=CCn1c(C(CCCC)CC(C)O)n[nH]c1=S (centres undefined)
  1%, -12%, 31%[10 µM], -2%, 8%, -11%, 0%
Cc1cc(C)n(Cc2ccc(Cl)cc2Cl)c(=O)c1S(=O)(=O)c1ccccc1
  3%, -10%, -4%[10 µM], 0%, 3%, 3%, 3%
COc1cccc(-n2nc(C(=O)Nc3ccc4c(c3)OCO4)c3ccccc3c2=O)c1
  6%, ?, -24%, 5%, 3%, 1%, ?
Cc1cc(Cl)ccc1OCC(=O)Nc1nc(-c2cccnc2)cs1
  -1%, 35%[9.22 µM], 8%[10 µM], -1%, 2%, ., .
COc1ccccc1CCNC(=O)NC1CCCCC1
  9%, -6%, -39%[inhibitor], 1%, 3%, ., 0%
Cc1ccc(-c2csc3nc[nH]c(=S)c23)cc1C
  4%, -32%, 35%[10 µM], 3%, -13%, ?, 3%
COc1ccc(-c2nc(-c3ccc(Br)o3)no2)cc1OC
  10%, 20%, -6%[10 µM], 1%, -1%, -6%, -5%
CCOC(=O)CC1=C(C(=O)OCC)C(c2cccs2)C(C#N)=C(N)O1 (centres undefined)
  1%, 3%, 7%, -6%, 2%, 2%, 6%
CC(C)n1c(SCCCc2ccccc2)nc2c1c(=O)[nH]c(=O)n2C
  0%, -18%, 3%, -4%, -7%, ?, 5%
CCn1c(=O)[nH]c2cc(C(=O)N3CCN(c4ccccc4)CC3)ccc2c1=O
  1%, -20%, 13%, 0%, 3%, -2%, ?
O=C(N/N=C/C1CC=CCC1)c1ccc(O)cc1O (centres undefined)
  -18%, -21%, -42%[10 µM], -6%, -6%, -10%, 6%
O=C(Cn1nc(-c2ccccc2)ccc1=O)Nc1cccc(NC(=O)c2ccccn2)c1
  18%, -3%, -59%[inhibitor], 5%, -3%, ?, 2%
C/C(=C\C[Si](C)(C)C)CC[C@H](O)C1=CCCCC1=O
  0%, ., -23%, 5%, ., ., .
CS(=O)(=O)c1ccc(C(=O)OCC(=O)NC(=O)C2CCCCC2)cc1[N+](=O)[O-]
  -17%, ?, -8%[10 µM], -17%, 3%, ?, 0%
CCN(CC)c1ccc2c(C)c(Cl)c(=O)oc2c1
  2%, ?, ?, 4%, 4%, 2%[46 µM], 11%

# Structures shown so far that contain an aryl methoxy group:
# Every second line gives: CBFb RUNX1 block, HTT aggregate, HTT cytoprotect, GAA spleen mod, GAA glycogen, Lamin A splicing, GAA inh
CCN1CCN(C(c2ccc(OC)c(OC)c2)c2nnnn2C(C)(C)C)CC1 (centres undefined)
  1%, 5%, -2%, 2%, -1%, 4%, 0%
COc1ccc(CNS(=O)(=O)c2ccc(C3CNC(=O)C3)cc2)cc1 (centres undefined)
  7%, -8%, 21%[0.074 µM], 1%, -2%, 0%, -1%
COc1ccc(NC(=O)[C@@H](NC(=O)c2ccccc2)C(C)C)cc1S(=O)(=O)N1CCCCC1
  0%, 11%, -20%[10 µM], -3%, -3%, ?, -14%
CCOC(=O)CSc1ccc(C(=O)Nc2ccc(OC)cc2)cn1
  3%, 16%, 19%[10 µM], 0%, 7%, -6%[46 µM], 0%
COc1ccc(/C=C/C(=O)Nc2ccccc2C(=O)O)cc1
  -8%, 31%, ., 6%, -9%, ., -1%
COc1c(F)c(F)c(C(=O)Nc2ccccc2N2CCN(C(=O)C(C)C)CC2)c(F)c1F
  3%, ?, -7%[0.074 µM], -3%, -9%, -1%, -5%
COc1cccc(-n2nc(C(=O)Nc3ccc4c(c3)OCO4)c3ccccc3c2=O)c1
  6%, ?, -24%, 5%, 3%, 1%, ?
COc1ccccc1CCNC(=O)NC1CCCCC1
  9%, -6%, -39%[inhibitor], 1%, 3%, ., 0%
COc1ccc(-c2nc(-c3ccc(Br)o3)no2)cc1OC
  10%, 20%, -6%[10 µM], 1%, -1%, -6%, -5%
